# High-throughput results as filed in PubChem BioAssay.
# DAX1 inh-1 = NR0B1 (DAX1) inhibition; AID 504766; HEK293 Gal4-DAX1 luciferase reporter, luminescence; hit rate 0.99% among 340,000; inhibition, % at 6.75 µM; P51843;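 active = inhibition above the mean over all tested compounds plus 3 SD, cut at about 4.2% in these data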;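 note: 0% = DAX1-transfected cells with DMSO and 100% = empty-vector control cells with DMSO; inhibition shows as a rise in luminescence from relieved DAX1 repression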
# Target sequence (P51843 207-470 limits assumed): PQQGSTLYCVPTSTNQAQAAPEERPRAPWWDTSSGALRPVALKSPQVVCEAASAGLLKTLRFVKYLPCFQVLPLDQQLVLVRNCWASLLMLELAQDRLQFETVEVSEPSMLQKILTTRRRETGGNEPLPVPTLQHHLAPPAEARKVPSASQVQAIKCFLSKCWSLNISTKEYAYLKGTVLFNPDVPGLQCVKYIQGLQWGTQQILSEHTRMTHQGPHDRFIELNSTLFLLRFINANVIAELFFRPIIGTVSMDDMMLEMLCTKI
# ADAM17 inh = inhibitors of human ADAM17. P78536. recombinant ADAM17, EDANS/DABCYL FRET peptide cleavage. hit rate 0.83% among 370,000. inhibition, % at 6.95 µM;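 active = inhibition above the mean of compounds lying between control limits plus 3 SD, set per campaign, cut at about 8.5% in these data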;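 note: 0% = DMSO-only wells as the low control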
# Target sequence (P78536 215-824 limits assumed): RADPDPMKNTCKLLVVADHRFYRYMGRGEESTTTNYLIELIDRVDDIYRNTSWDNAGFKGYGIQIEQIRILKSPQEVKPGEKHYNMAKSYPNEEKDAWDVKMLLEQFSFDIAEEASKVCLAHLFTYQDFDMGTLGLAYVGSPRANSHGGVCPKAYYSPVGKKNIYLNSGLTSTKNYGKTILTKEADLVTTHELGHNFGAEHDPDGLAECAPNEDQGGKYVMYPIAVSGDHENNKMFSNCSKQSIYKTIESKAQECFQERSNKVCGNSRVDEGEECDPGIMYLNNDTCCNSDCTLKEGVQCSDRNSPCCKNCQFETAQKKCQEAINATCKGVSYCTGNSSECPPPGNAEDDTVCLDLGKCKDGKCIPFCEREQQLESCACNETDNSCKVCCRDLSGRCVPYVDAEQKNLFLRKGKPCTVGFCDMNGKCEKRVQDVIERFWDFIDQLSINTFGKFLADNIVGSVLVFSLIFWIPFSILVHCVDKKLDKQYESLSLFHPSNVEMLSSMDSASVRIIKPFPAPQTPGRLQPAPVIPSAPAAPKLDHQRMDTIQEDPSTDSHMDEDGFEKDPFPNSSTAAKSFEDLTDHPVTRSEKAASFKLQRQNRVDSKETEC
# ssDAF-12 act = S. stercoralis DAF-12 activation, primary screen. hit rate 1% among 370,000. activation, % at 6.8 µM. AID 652126. HEK293 ssDAF-12/GRIP1 lit1-tk-luc reporter, luminescence; % of 3 µM dafachronic acid response;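 active = activation above the mean over all tested compounds plus 3 SD, cut at about 0.9% in these data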;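 note: 0% = DMSO-only wells and 100% = 3 µM delta7-dafachronic acid wells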
# ADAM10 inh = inhibitors of human ADAM10 | O14672 | recombinant ADAM10, EDANS/DABCYL FRET peptide cleavage, 3 h | inhibition, % at 7 µM | hit rate 0.62% among 370,000;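 active = inhibition above a per-campaign cutoff equal to the mean of compounds falling between control-based bounds plus 3 SD, cut at about 20% in these data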;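 note: 0% = DMSO wells while the 100% control is not disclosed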
# hgDAF12 agonist = agonists of H. glycines DAF-12 nuclear receptor | HEK293 GAL4-hgDAF12 UAS-luciferase reporter, agonist luminescence; normalized to butyrate control | activation, % at 6.8 µM | hit rate 1.8% among 370,000 | AID 687014;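 active = activation above a cutoff set at the mean of all screened compounds plus 3 SD, cut at about 10% in these data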;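 note: 0% = DMSO wells and 100% = sodium butyrate wells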
# GAA850 FXN act = increases GAA850 frataxin promoter reporter activity | HEK293 lucGAA850 FXN promoter luciferase reporter, 24 h; percent of 10 µM SAHA response | activation, % at 6 µM | hit rate 0.56% among 360,000;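 active = activation above the average of all compounds screened plus 3 SD, cutoff fixed separately per campaign, cut at about 7.5% in these data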;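 note: 0% = DMSO wells and 100% = 10 µM SAHA wells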
# hcDAF12 agonist = activates DAF-12 receptor from parasite H. contortus; HEK293 hcDAF-12 lit1-tk-luc reporter, luminescence; 0% DMSO, 100% Δ7-dafachronic acid; activation, % at 6.8 µM; hit rate 1.4% among 370,000; AID 652067;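 active = activation above the mean of all tested compounds plus 3 SD, cut at about 5.5% in these data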;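 note: 100% = response to 3 µM Δ7-dafachronic acid high control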
# PG9 binder = PG9 antibody binding by small molecule. inhibition, % at 6.7 µM. hit rate 0.43% among 360,000. TR-FRET gp120-PG9 antibody binding; in the data active = inhibition above about 8.5%
# DAX1 inh-2 = blocks DAX1 repression of SF-1 activated StAR promoter; HEK293T StAR-luciferase reporter, SF-1/DAX-1 repression relief; inhibition, % at 6.8 µM; hit rate 1.1% among 370,000; AID 652010;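 active = inhibition above the mean over all tested compounds plus 3 SD, cut at about 3.6% in these data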;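 note: 0% = DAX-1 cells with DMSO and 100% = cells lacking DAX-1 with DMSO; higher inhibition means more luminescence from relief of DAX-1 repression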
# GC-A act = GC-A (human) enzyme activation | P16066 | activation, % at 10 µM | hit rate 0.14% among 370,000 | HEK293 GC-A cells, cGMP TR-FRET, EC30 ANP; 0% at EC30 ANP, 100% saturating ANP; in the data active = activation above about 40%
# SMARCA2 act = increases SMARCA2 function in MMTV reporter cells; MG213 cells, MMTV-luciferase reporter, dexamethasone, overnight; hit rate 1% among 370,000; AID 652017; activation, % at 9.1 µM; in the data active = activation above about 7.8%;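 note: 0% = vehicle wells and 100% = reference activator wells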
# Numbers without * were called inactive; x = not tested or not shown.
SMILES,DAX1 inh-1,ADAM17 inh,ssDAF-12 act,ADAM10 inh,hgDAF12 agonist,GAA850 FXN act,hcDAF12 agonist,PG9 binder,DAX1 inh-2,GC-A act,SMARCA2 act
CCOC(=O)N1CCC(NC(=O)CC(NS(=O)(=O)c2ccc(Cl)cc2)c2ccco2)CC1 (configuration not stated),0.6,0.1,-1.4,7.3,0.6,0.8,-1.7,-2.2,0.7,0.9,5.9
O=C(CN(CCc1ccccc1)C(=O)CNS(=O)(=O)c1ccccc1)NCc1ccco1,-0.6,-2.3,-1.2,3.5,0.7,-2.0,-1.0,-2.3,0.0,2.7,0.7
CC(=O)c1ccc(NC(=O)C(C)n2nc(-c3ccccc3)c3cc(Cl)ccc32)cc1 (configuration not stated),2.1,-0.6,-0.7,-3.4,-2.1,3.0,-0.7,-1.5,-0.1,-1.4,0.6
O=Cc1ccc(Oc2cnccn2)cc1,0.4,0.7,-1.0,0.4,0.1,1.4,0.7,-1.1,-0.5,2.2,-1.7
O=C(NC1(C(=O)NC2CCCCC2)CCCCC1)c1ccccn1,0.4,-0.7,-1.0,9.5,-3.4,1.6,-0.9,-1.7,-0.7,0.7,-1.6
COC(=O)c1cc(NC(=O)C2COc3ccccc3O2)ccc1Cl (configuration not stated),0.4,-1.6,-1.6,10.7,-1.0,-0.1,-1.1,-0.7,-0.4,-1.7,0.1
CC1CCCC(CC(N)=O)CC1 (configuration not stated),0.5,-2.2,-0.5,-9.9,0.7,1.5,-1.5,0.0,-0.1,1.4,-0.4
O=C1C=CC(=O)N1Cc1ccncc1,0.7,-10.2,-0.6,-46.5,2.8,3.0,-1.4,0.3,-0.4,0.7,-0.8
Cc1ccc(NC(=O)CN2C(=O)NC3(CCCCCC3)C2=O)cc1Cl,-0.2,3.9,-1.3,4.2,-3.9,0.2,-1.2,-0.6,-2.4,0.9,5.6
O=C(NCC(c1ccco1)N1CCN(c2ccc(F)cc2)CC1)C1CCCCC1 (configuration not stated),-1.9,-1.0,-1.4,-5.0,-2.5,0.9,-3.2,0.6,-1.5,2.7,-2.1
C#CCOCCOCCOCCNc1nc(N2CCN(C(=O)Cn3cc(CCCN=C(N)N)nn3)CC2)nc(N2CCN(C(=O)[C@H](CCCCN)n3cc(CC(C)O)nn3)CC2)n1 (some centres not stated),-0.8,-2.8,-0.8,2.3,3.1,-1.0,-0.2,-0.4,-0.1,-1.9,0.4
NC(=O)c1ccc(NC(=O)C2CCCO2)cc1 (configuration not stated),0.5,-0.4,-0.2,-3.9,-1.1,-1.5,-0.9,-0.4,0.8,1.0,-0.3
CCc1noc(C)c1C(=O)OCC(=O)Nc1c(F)cccc1F,-0.6,0.7,-1.3,-1.2,0.4,1.9,-0.1,-2.6,-0.3,-1.4,2.0
COC(=O)C1=C(C)Nc2nnnn2C1c1ccco1 (configuration not stated),-0.6,-3.1,-0.8,-5.9,0.1,-2.9,0.2,-0.5,0.1,3.3,-0.5
Cc1ccc(NC(=O)CCC(=O)c2ccccc2)cc1,-0.2,-0.4,-1.7,9.8,1.8,0.9,0.3,1.3,0.7,5.1,1.2
Cc1cccc(NC(=O)CN2CCN(C(=O)c3cnn(Cc4ccccc4)c3)CC2)c1C,-0.4,5.9,-0.7,-4.4,-1.6,1.3,-2.4,-3.0,0.3,1.2,-2.4
O=C(Cc1ccc(F)cc1)Nc1nc(-c2ccc(F)cc2)cs1,0.6,-1.7,-1.6,2.6,-1.0,-0.6,-4.4,-0.8,-1.2,17.3,-3.0
COc1cc2nc(-c3ccccc3C)oc(=O)c2cc1OC,1.0,3.7,-0.8,1.9,0.0,0.1,-1.7,0.5,-0.1,7.2,-1.1
COc1ccc(C(=O)NC(=O)CSc2nnc(-c3ccco3)n2-c2ccccc2)cc1,1.4,4.2,-0.8,-2.1,-0.8,3.6,-0.8,1.8,0.2,7.3,-0.6
CCN(C[C@H]1N[C@@](Cc2ccccc2)(C(=O)OC)[C@H]2C(=O)N(C)C(=O)[C@@H]12)C(=O)c1ccc(C)cc1,0.1,-4.5,-0.8,-14.0,0.0,-4.2,-2.2,0.1,-0.4,3.4,-2.3
N#CCn1nnc(-c2ccc3c(c2)OCO3)n1,-1.0,-4.2,-0.5,-8.7,1.6,2.1,-0.5,-0.4,-0.4,4.9,-2.3
Cc1cccc(NC(=O)[C@H](Cc2ccccc2)NC(=O)[C@@H]2Cc3ccccc3CN2)c1,0.5,1.7,-0.9,5.0,2.5,1.0,0.7,-0.8,0.2,-1.8,-0.8
COc1ccc(C2=Nc3ccccc3N(C(=O)c3ccc4ncccc4c3)C2C(=O)NC2CCCC2)cc1 (configuration not stated),x,-5.0,2.3*,-37.7,18.1*,x,9.7*,-0.6,1.7,-5.2,-2.2
Clc1cc2c(nn1)Nc1ccccc1S2,3.8,1.4,-2.0,1.8,2.7,3.9,-2.4,-3.8,-0.1,-3.9,0.7
CCOCC(=O)Nc1ccccc1C(=O)OCC,-0.2,-4.6,-0.7,-9.0,-1.1,-0.8,-1.7,3.0,0.0,2.7,-2.3
COc1ccc(N(CC(=O)NC2CC3CCC2C3)S(=O)(=O)c2ccc(C)cc2)cc1OC (configuration not stated),-1.7,0.6,-0.1,8.4,-0.8,2.7,1.5,0.7,-0.2,-3.9,0.4
Cc1ccc(CCC(=O)Nc2ccc(C#N)cc2)o1,0.0,-5.4,-0.8,2.9,1.5,0.4,-0.5,1.8,0.7,2.3,-0.9
CC(NC(=O)C(C)N1C(=O)C2C3CC(C(Br)C3Br)C2C1=O)c1ccccc1 (configuration not stated),-1.3,-1.1,-1.8,2.9,0.7,1.3,-2.8,-2.0,-0.4,-2.6,1.1
COC(=O)C1CCN(C2CN(Cc3ccc(C)cc3)S(=O)(=O)C2)CC1 (configuration not stated),x,-0.6,-1.3,-14.2,3.2,x,-1.5,0.0,0.5,0.1,0.2
O=S(=O)(Nc1cccc2ccccc12)c1ccccc1F,-0.6,-3.1,-0.7,-10.9,-1.0,1.1,-0.5,-0.5,-0.1,-2.2,2.9
COc1ccccc1C(=O)NCCC(=O)Nc1ccc(S(=O)(=O)N2CCCC(C)C2)cc1 (configuration not stated),-0.8,3.0,-1.6,6.5,-4.6,0.4,-3.0,-2.9,-1.4,-4.1,-2.3
CC(C)C[C@@H](CO)N1CCN(Cc2ccc(Br)cc2)CCC1=O,-0.6,1.9,-1.1,-1.8,-0.6,-1.2,-2.4,-1.9,-0.9,-0.9,-2.2
Cc1ccc2[nH]c3c(=O)n(N)c(C)nc3c2c1,x,-66.8,-1.3,-175.7,-0.4,-0.1,0.0,0.8,0.0,-3.1,4.4
CN(c1ccccc1)c1nc(N)c([N+](=O)[O-])c(NC2CCCCC2)n1,-1.4,-3.1,-0.6,-8.2,1.5,1.8,0.2,0.1,-0.3,-5.7,7.1
CC(Sc1nc2ccccc2o1)C(=O)O (configuration not stated),-0.9,-2.1,-0.7,-1.9,0.8,-1.1,0.9,-2.0,0.7,1.6,3.5
CC1CCN(C(=O)N2c3ccccc3Sc3ccccc32)CC1,-0.3,-4.1,-1.6,1.0,0.7,-0.1,0.9,3.0,-0.6,-12.2,-1.8
CC(C)c1nnc(NC(=O)CS(=O)(=O)c2ccccc2)s1,0.1,1.2,-1.0,-1.1,-1.3,-0.1,-1.0,2.4,0.6,4.1,0.0
COc1ccc(-c2ccc3[nH]c4c(c3c2)CCN2C[C@H]3[C@H](C)ON(C)[C@H]3C[C@@H]42)cc1,-1.1,-24.1,-2.0,-84.4,-1.6,-2.5,-4.2,-2.9,-4.1,11.5,-4.4
O=c1[nH]c(SCc2cccc(F)c2)nc2ccccc12,-0.5,-0.1,-0.7,14.4,-0.7,1.6,-1.0,-0.3,0.8,0.3,-3.9
COc1cccc(C(=O)Nc2ccccc2N2CCOCC2)c1,-0.5,-5.5,-1.6,-8.3,-2.3,-0.3,-1.1,-0.2,-0.9,3.3,-0.9
CCCCN(C(=O)CCCc1nc2ccccc2s1)c1c(N)n(CC(C)C)c(=O)[nH]c1=O,0.5,0.4,-1.1,-23.2,0.1,-2.7,-1.5,1.3,-0.4,2.1,-4.2
CCCc1c(C(=O)N/N=C/c2ccc(C)o2)nnn1-c1nonc1N,-0.9,-1.7,-1.3,-7.1,0.3,2.5,0.0,1.9,-0.9,6.6,-2.4
Cc1ccc2nsnc2c1NC(=O)c1cncc(Br)c1,-0.8,-7.2,0.2,-12.4,-2.4,1.9,2.4,-0.1,0.0,-3.4,-2.9

# Random draw from the library (roughly 6.8% active in at least one column).
